Assay outcomes (PubChem BioAssay)
TR SRC2 fluor cs – alters Texas Red total fluorescence, flagging assay interference. TRb/SRC2 Texas Red total fluorescence interference. Potency, µM (series often up to 106 µM), for the others: at the highest dose fluorescence change, negative = quenching. 280,000 compounds, 0.29% hits. AID 1479; active = well fitted curve in either direction with a large enough effect; inconclusive = small, poorly fitted or top-dose-only effect
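Human TRb ligand-binding domain at 0.6 uM with 20 nM Texas Red SRC2 peptide in Tris buffer containing 1 uM T3 and 5% DMSO, incubated with compound 5 h at ambient temperature. Total fluorescence (555/632 nm) calculated as parallel + 2 × perpendicular.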
L3MBTL1 inh – inhibitors of human L3MBTL1; AlphaScreen L3MBTL1–H3K9me1 peptide binding; Potency, µM (series often up to 57.1 µM), inactives show top-dose activity, negative = inhibition, most hits filed as inhibitors; 230,000 compounds, 0.66% hits; AID 485360; also: nearly all actives have a fitted effect of over 60% in size
Target sequence (Q9Y468 whole entry, looked up): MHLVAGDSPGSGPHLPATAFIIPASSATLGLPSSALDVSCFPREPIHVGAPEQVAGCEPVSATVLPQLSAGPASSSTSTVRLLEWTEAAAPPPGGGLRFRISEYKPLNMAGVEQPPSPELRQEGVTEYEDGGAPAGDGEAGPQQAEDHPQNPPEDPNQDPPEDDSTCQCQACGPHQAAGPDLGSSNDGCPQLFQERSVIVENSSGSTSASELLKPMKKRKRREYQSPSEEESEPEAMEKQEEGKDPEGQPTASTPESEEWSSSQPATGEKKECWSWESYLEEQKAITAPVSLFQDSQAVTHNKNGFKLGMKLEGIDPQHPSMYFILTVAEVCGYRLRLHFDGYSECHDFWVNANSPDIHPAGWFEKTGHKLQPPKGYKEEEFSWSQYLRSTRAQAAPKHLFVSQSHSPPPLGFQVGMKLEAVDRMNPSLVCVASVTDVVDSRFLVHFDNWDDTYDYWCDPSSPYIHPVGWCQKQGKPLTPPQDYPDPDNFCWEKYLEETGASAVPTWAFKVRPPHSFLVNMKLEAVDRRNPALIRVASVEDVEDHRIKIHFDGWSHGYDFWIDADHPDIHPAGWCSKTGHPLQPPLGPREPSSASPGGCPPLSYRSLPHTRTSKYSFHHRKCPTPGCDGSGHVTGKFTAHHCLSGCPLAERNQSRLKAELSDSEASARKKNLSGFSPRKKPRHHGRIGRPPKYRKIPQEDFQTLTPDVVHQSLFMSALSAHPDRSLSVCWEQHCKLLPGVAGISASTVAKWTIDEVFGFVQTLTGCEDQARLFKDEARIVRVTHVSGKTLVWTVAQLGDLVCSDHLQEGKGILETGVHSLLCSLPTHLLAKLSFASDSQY
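Read-out is AlphaScreen signal from streptavidin donor and nickel chelate acceptor beads (10 ug/mL final each) bridging L3MBTL1 (50 nM) and biotinylated K9-monomethylated H3(1-15) peptide (75 nM), after 30 min compound exposure at room temperature.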
aGlu spleen mod – inhibitors or activators of human alpha-glucosidase in spleen homogenate | P10253 | human spleen homogenate, 4-MU-alpha-glucoside fluorescence | Potency, µM (titrated, usually from 79.9 µM), for inactives: top-dose activity change, negative = inhibition, hits mostly inhibitors | 240,000 compounds, 0.006% hits | AID 2112;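 also: 0% = enzyme with vehicle and -100% = no enzyme basal signal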
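Compounds were titrated against alpha-glucosidase in spleen homogenate at pH 5.0, with 1 mM 4-methylumbelliferyl substrate for 40 min at 37 C. Reactions were quenched with pH 10 NaOH/glycine and fluorescence measured.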
GAA inh – inhibitors of human lysosomal alpha-glucosidase; Potency, µM (top dose mostly 76.9 µM), without a hit: at the highest dose activity change, negative = inhibition, hits mostly inhibitors; 200,000 compounds, 0.005% hits; purified human GAA, 4-MU-alpha-glucoside fluorescence; P10253; AID 1466;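 also: plate controls were uninhibited enzyme wells for no effect and no-enzyme background for full effect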
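Fluorogenic assay: 4 nM human alpha-glucosidase with 400 uM 4-methylumbelliferyl-alpha-D-pyranoside in 50 mM citrate/phosphate, 0.005% Tween-20, pH 5.0, 20 min at room temperature. Compounds tested up to 77 uM; AC50 from Hill fits.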
GAA glycogen mod – inhibitors or activators of human alpha-glucosidase glycogen cleavage | P10253 | recombinant GAA, glycogen substrate, Amplex Red glucose oxidase fluorescence | Potency, µM (series often up to 76.4 µM), inactives show at the highest dose activity change, negative = inhibition, usual class: inhibitors | 300,000 compounds, 0.38% hits;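 also: 0% = full enzyme reaction and -100% = no-enzyme basal signal; the screen sought inhibitors and activators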
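Natural-substrate format: glycogen cleavage by 4 nM human enzyme, glucose read by Amplex Red coupling (Ex 573, Em 610 nm). Normalized to enzyme and no-enzyme controls.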
RECQ1 inh – RECQ1 (human) helicase inhibition | P46063 | Potency, µM (titrated, usually from 57.3 µM), for inactives: at the top dose activity, negative = inhibition, usual class: inhibitors | RECQ1 DNA unwinding, red fluorescence kinetic read | 240,000 compounds, 0.54% hits;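 also: plate controls were vehicle for no effect and no enzyme for full effect; nearly all actives have a fitted effect of over 30% in size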
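RECQ1T1 50 nM; forked duplex (20 bp + 30-nt ss tails) 200 nM, ATP 2 mM final; pH 8.0, 2 mM MgCl2, 2.5 ug/ml poly(dI-dC); 15 min compound preincubation; discontinuous kinetic read over 2 h at RT.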
RGS12 GoLoco inh – RGS12 GoLoco-Gai1 interaction inhibition. P63096. Gai1:RGS12 GoLoco peptide FP, rhodamine, 10 min. Potency, µM (doses to about 61.6 µM), without a hit: at the top dose activity, negative = inhibition, actives largely listed as inhibitors. 230,000 compounds, 0.44% hits. AID 880; active = well fitted inhibition curve with a large enough effect, not every such curve was filed as active; inactive = no such curve, though single readings can be large or run the other way; also: nearly all actives have a fitted effect of over 30% in size; many of its hits are not listed in these tables
TRb-SRC2 inh – TRbeta-SRC2 interaction inhibition; 280,000 compounds, 0.065% hits; TRbeta-SRC2 peptide binding, fluorescence polarization; receptor liganded with 1 µM T3; Potency, µM (doses to about 106 µM), inactives show top-dose activity change, negative = inhibition, actives largely listed as inhibitors;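 also: plate controls were bound peptide for no effect and peptide without receptor for full effect; nearly all actives have a fitted effect of over 50% in size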
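Binding of a 20-amino-acid Texas Red SRC2 peptide (20 nM) to TRb ligand-binding domain (0.6 uM) with agonist T3 at 1 uM was followed by fluorescence polarization after a 5 hr room-temperature incubation.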
Active calls of the source: *; i = inactive; u = inconclusive; x = no result given; & = joins results of further samples; [ ] = remark or other dose. Unless noted, calls follow the shape of the dose curve; as a rule, active = well fitted curve in the direction sought with a large enough effect; inconclusive = small, poorly fitted or top-dose-only effect, or another doubt; inactive = no such curve, though single readings can be large; an effect the other way counts as inactive or inconclusive. Unless noted, % is scaled to controls: 0 for no effect and ±100 for the full control effect; potency is read from the fitted curve at half-maximal effect.

SMILES | TR SRC2 fluor cs | L3MBTL1 inh | aGlu spleen mod | GAA inh | GAA glycogen mod | RECQ1 inh | RGS12 GoLoco inh | TRb-SRC2 inh
O=C(NC1CC2CCCC(C1)N2Cc1ccco1)NC12CC3CC(CC(C3)C1)C2 (centres undefined) | -6% | 1% | -8% | 3% | 6% | -5% | 0% | 1%
O=C(CN1CCN(c2ncccn2)CC1)N1CCCC1 | -3% | 1% | 3% | 7% | -9% | -2% | 8% | 4%
CN(CC(=O)NCc1cccs1)S(=O)(=O)c1cccc2nsnc12 | 1% | 0% | 6% | -9% | 6% | -16% | 14% | -13%
Cc1ccc(C(=O)Cn2nnc3ccccc32)cc1 | -1% | -1% | 2% | 4% | 4% | -1% | 3% | -18%
CN(C)CC(C)(C)CNS(=O)(=O)c1ccc(Cl)s1 | 0% | 10% | 4% | 2% | 11% | i | 6% | -3%
COc1ccc(CNC(=O)Cn2nc(C(F)(F)F)c3c2CCC3)cc1 | -5% | x | -4% | -2% | 5% | 0% | -21% | -8%
CCSc1ncnc2c(C#N)c3n(c12)CCCCC3 | -5% | 3% | 4% | -2% | -9% | 6% | 6% | -5%
COc1ccccc1N1CCN(CC(O)COc2ccc3c(c2)CCC3)CC1 (centres undefined) | 0% | -2% | -2% | -5% | 2% | -7% | 1% | -17%
CC(C)C(=O)NNc1ccccc1 | -6% | -1% | 10% | -1% | u | 4% | 0% | -2%
COc1cc(NS(=O)(=O)c2ccc(NC(=O)COc3ccc(C)cc3)cc2)nc(OC)n1 | -5% | -3% | 1% | 1% | 1% | -5% | 3% | -2%
COC(=O)C1=C(C)NC(=O)CC1c1cccc(OC)c1OC (centres undefined) | 0% | -3% | -7% | 8% | -5% | 0% | -2% | -5%
O=C1CC(C(=O)Nc2ccccc2)S/C(=N\N=C\c2ccco2)N1 (centres undefined) | 0% | -2% | -2% | -3% | 2% | i | 7% | 0%
COCCNC(=S)N(CCc1c(C)[nH]c2ccc(C)cc12)Cc1ccco1 | 0% | -29% | 3% | -10% | -25% | -14% | 5% | -2%
CC1CCCC(NC(=O)c2ccc3c(=O)n(CC4CCCO4)c(=O)[nH]c3c2)C1C (centres undefined) | 1% | 3% | 4% | u | -5% | -2% | -8% | -11%
COc1ccc(/C=C2\Sc3ccc(C(=O)NCc4cccnc4)cc3N(C)C2=O)cc1OC | -7% | x | -4% | u | 1% | i | -3% | 1%
CCN(CC)CCCNC(=O)CCC(=O)NNc1nc2ccccc2c2nc(C)nn12 | -2%&-1% | x | -2% | -1% | u | 3% | 0% | -1%&-1%
C=CCNC(=S)Nc1ccc(Cl)cc1F | -2% | 1% | 5% | 2% | -5% | -4% | 3% | 2%
COC(=O)c1ccccc1S(=O)(=O)N(Cc1ccco1)Cc1cc2cc(OC)ccc2[nH]c1=O | 0% | x | -6% | 2% | -2% | i | 1% | 3%
Cc1cc(C(=O)Nc2cccnc2)cs1 | -2% | 7% | -9% | -14% | 6% | -9% | 1% | -5%
O=C(N/N=C\c1ccc(Cl)s1)c1ccc(Cn2cccn2)o1 | 2% | 9% | -2% | 3% | -3% | -12% | 8% | -5%
S=C(Nc1ccccc1)N1CCn2c1nc1ccccc12 | 1% | -1% | -2% | -1% | 0% | -4% | -1% | -4%
O=C(CSc1nc(-c2ccc(F)cc2)nc2c1Cc1ccccc1O2)Nc1ccc(C(=O)O)cc1 | -3% | 5µM* | 3% | -3% | 6% | u | 67%[activator] | 12%
O=C(Nc1ccc(F)c(F)c1)c1oc2ccccc2c1NC(=O)C1CCCO1 (centres undefined) | 0% | 18% | x | -11% | 1% | -3% | 4% | 4%
CCOC(=O)c1nnn(-c2nonc2N)c1CN1CCc2ccccc2C1 | -3% | -13% | -5% | -2% | 2% | -2% | 5% | -8%
CC1CCN(C(=O)c2ccc(NS(C)(=O)=O)cc2)CC1 | -1% | x | 0% | 3% | 8% | -5% | 2% | 0%
N#CCCN1CCNCC1 | -1% | x | -2% | 7% | 3% | -4% | 0% | 3%
CCOC(=O)C1(Cc2ccc(OC)cc2)CCN(C(=O)C2=CCCC2)CC1 | -1% | 0% | 0% | u | 8% | -3% | 7% | 0%
CC(C)(C)C1CCc2[nH]c3ccccc3c(=O)c2C1 (centres undefined) | 3% | -3% | 1% | -2% | 1% | 0% | 12% | 0%
CN(c1ccccc1C(=O)O)S(=O)(=O)c1ccc2[nH]c(=O)oc2c1 | 4% | -10% | x | x | 13%[76.3 µM] | x | x | 6%
NC(=O)[C@H]1CC2(CC(c3cccc(NC(=O)COc4ccc(Cl)cc4)c3)=NO2)CN1C(=O)CC(c1ccccc1)c1ccccc1 (some centres undefined) | -1% | x | -4% | x | -1% | -26% | 12% | 2%
O=C(NCc1ccccc1)C(=O)NCC1OCCN1S(=O)(=O)c1ccc2c(c1)OCCO2 (centres undefined) | -1% | 3% | -4% | 2% | 0% | i | 2% | 1%
CCOc1ccc(S(=O)(=O)N2CCOCC2)cc1[N+](=O)[O-] | 3% | 1% | -5% | -3% | 5% | i | -5% | 3%
Cc1c(NC(=O)C(CC(=O)O)NCc2ccco2)c(=O)n(-c2ccccc2)n1C (centres undefined) | -1% | 0% | 2% | -8% | 1% | -1% | 7% | 4%
C=CCOC(=O)C1=C(C)NC(=O)NC1/C=C/c1ccccc1 (centres undefined) | -2% | -3% | -16% | 2% | -1% | -2% | 3% | 3%
Cc1cc(C(=O)N/N=C/c2c(C)nn(-c3ccccc3)c2C)n[nH]1 | 0% | -6% | -4% | x | 3% | -4% | 0% | -11%
O=c1cnnc(Nc2cccc(C(F)(F)F)c2)[nH]1 | -1% | x | -2% | -4% | 3% | -5% | 10% | -6%
O=C(CSc1nncn1-c1ccccc1)NC1CCCCC1 | -1% | 23% | -5% | 0% | 5% | -8% | 44%[activator] | 3%
O=C(NN1C(=O)C2C3C=CC(C3)C2C1=O)C(O)c1ccccc1 (centres undefined) | -1% | 8% | -7% | 10% | 1% | 21% | 4% | 6%
CC(=O)c1ccc(NC(=O)CCNS(=O)(=O)c2cccc3nonc23)cc1 | -3% | 0% | 6% | -2% | -1% | -3% | -7% | -3%
CCn1c(-c2ccc(Cl)cc2)n[nH]c1=S | -1% | x | -4% | 6% | -18% | i | 1% | -6%
CC(O)CNc1nc2ccccc2n1CC(=O)NC12CC3CC(CC(C3)C1)C2 (centres undefined) | 1% | x | 4% | 1% | -9% | i | 3% | 2%
CCN(CC)C(=O)c1sc(N)c(C#N)c1C | 1% | 0% | -4% | -8% | -6% | -13% | -2% | -4%
COc1ccc(C(=O)CSc2nnc(CNC(=O)c3ccc(OC)cc3)n2C)cc1 | -1% | 9% | 5% | -7% | 3% | 1% | -6% | 7%
COc1cc(/C=N/NC(=O)C(=O)Nc2ccccn2)ccc1O | 5% | 0% | 2% | -3% | u | -5% | 3% | 8%
CCN(CC)CC(=O)Nn1c(C)nc2c(ncn2-c2ccccc2)c1=O | 0% | 11% | -6% | x | 4% | i | 3% | -1%
Cc1nc2c(cc1C#N)C(=O)c1ccccc1-2 | 0%[53 µM] | -3% | -2% | 1% | -10% | -1% | -1% | 5%[53 µM]
COc1cc(-c2nnc3sc(-c4cccs4)nn23)cc(OC)c1OC | -4% | x | -5% | 6% | 5% | 0% | 6% | 4%
CN1CCN(c2nc3c(c(=O)n(C)c(=O)n3C)n2CCSc2nc3ccccc3s2)CC1 | -6% | 3% | -1% | x | -3% | i | -6% | 3%
O=C(Nc1ccccc1F)c1coc(=O)c(Br)c1 | -6% | x | 4% | u | -1% | u | 13% | -3%
O=C(NC(NC(=O)c1ccccc1)c1ccccc1)c1ccccc1 | -3% | x | -6% | 1% | -1% | -3% | 7% | -5%
CCn1c(Oc2ccc(F)cc2)nc2c1c(=O)n(C)c(=O)n2C | 0% | 1% | 3% | -6% | 24% | i | 11% | 2%
O=C(CN(Cc1cccs1)S(=O)(=O)c1ccc(S(=O)(=O)NC2CCCCC2)cc1)Nc1ccccc1 | -2% | -7% | -5% | -5% | 5% | -20% | 4% | -2%
CC(=O)NC1(NC(C)=O)CCN(C)C(c2ccccc2)C1C (centres undefined) | -1% | -1% | 3% | -2% | 1% | -8% | 9% | 1%
COc1cc(/C=N/NS(=O)(=O)c2ccccc2)ccc1OS(=O)(=O)c1ccc(C)cc1 | -5% | 0% | -13% | -10% | -10% | -1% | 5% | 3%
O=C(NCc1ccccc1)C(Cc1ccccc1)NS(=O)(=O)c1cccc2nsnc12 (centres undefined) | -4% | x | -9% | -6% | 0% | i | 9% | 1%
CCN(CC)S(=O)(=O)c1ccc2c(c1)c(=O)c(C(=O)N1CCc3ccccc3C1)cn2C | -2% | u | -21% | -10% | 0% | -6% | 5% | -15%
CCCC[C@H](CC)CN1CN(C[C@@H](CC)CCCC)CC(C)(N)C1 | -3%[53 µM] | x | 0%[29.1 µM] | x | x | -3%[25.9 µM] | 4%[21.6 µM] | 10%[53 µM]

Some entries already given, showing only RECQ1 inh:
| SMILES | RECQ1 inh |
| --- | --- |
| CC(=O)NC1(NC(C)=O)CCN(C)C(c2ccccc2)C1C (centres undefined) | -8% |
| COc1cc(/C=N/NS(=O)(=O)c2ccccc2)ccc1OS(=O)(=O)c1ccc(C)cc1 | -1% |
| O=C(NCc1ccccc1)C(Cc1ccccc1)NS(=O)(=O)c1cccc2nsnc12 (centres undefined) | i |

An excerpt (hit frequency here may not be typical).
